Screening data (PubChem BioAssay)
N370S GC = qHTS Assay for Inhibitors and Activators of N370S glucocerebrosidase as a Potential Chaperone Treatment of Gaucher Disease. Potency, µM (highest dose often 59.4 µM), for inactives: top-dose activity change, negative = inhibition, most hits filed as inhibitors. hit rate 0.092% among 330,000. AID 2101, 2009. N370S GC spleen homogenate, 4MU-glucoside fluorescence;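 further: 0% = full enzyme activity and -100% = no enzyme basal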
GCN5L2 inh = qHTS Assay for Inhibitors of GCN5L2. Potency, µM (titrated, usually from 58.9 µM), for inactives: at the top dose activity change, negative = inhibition, usual class: inhibitors. hit rate 0.21% among 390,000. Histone acetyltransferase KAT2A (Homo sapiens), Q92830. GCN5L2 HAT assay, ThioGlo1 CoA-SH fluorescence
Target sequence (Q92830 whole entry, looked up): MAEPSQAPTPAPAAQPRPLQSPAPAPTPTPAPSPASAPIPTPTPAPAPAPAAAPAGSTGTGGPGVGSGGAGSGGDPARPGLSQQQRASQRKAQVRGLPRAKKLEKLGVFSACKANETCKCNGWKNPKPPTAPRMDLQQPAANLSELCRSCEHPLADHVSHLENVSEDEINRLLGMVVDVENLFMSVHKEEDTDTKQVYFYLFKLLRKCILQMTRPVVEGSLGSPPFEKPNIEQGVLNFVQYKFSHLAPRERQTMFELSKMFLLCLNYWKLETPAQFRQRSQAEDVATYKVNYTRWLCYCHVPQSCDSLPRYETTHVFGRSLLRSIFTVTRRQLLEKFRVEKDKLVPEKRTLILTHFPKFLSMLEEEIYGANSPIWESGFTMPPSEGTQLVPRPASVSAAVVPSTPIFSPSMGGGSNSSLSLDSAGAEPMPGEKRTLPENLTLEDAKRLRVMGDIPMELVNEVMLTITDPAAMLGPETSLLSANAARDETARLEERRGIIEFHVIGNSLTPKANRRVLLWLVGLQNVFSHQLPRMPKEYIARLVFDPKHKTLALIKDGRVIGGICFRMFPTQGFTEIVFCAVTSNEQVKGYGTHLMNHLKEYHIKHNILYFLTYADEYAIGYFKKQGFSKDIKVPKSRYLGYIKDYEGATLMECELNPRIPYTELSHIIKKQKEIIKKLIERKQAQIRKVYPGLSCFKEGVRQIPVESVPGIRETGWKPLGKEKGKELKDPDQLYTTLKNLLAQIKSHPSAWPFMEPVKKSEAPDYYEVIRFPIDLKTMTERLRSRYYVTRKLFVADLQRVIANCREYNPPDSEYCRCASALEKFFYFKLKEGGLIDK
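Fluorescence readout, Ex340nm/Em540nm: ThioGlo1 (50uM final) reacts with free CoA thiol released as 20nM GCN5L2 acetylates H3(1-25) peptide (75uM) using acetyl-CoA (70uM). Compound and enzyme sat 15 min beforehand; 20 min room-temperature reaction.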
FEN1 inh = qHTS Assay for the Inhibitors of Human Flap endonuclease 1 (FEN1); hit rate 0.35% among 390,000; Potency, µM (doses to about 114 µM), without a hit: at the top dose activity change, negative = inhibition, actives largely listed as inhibitors; Recombinant FEN1 flap cleavage, fluorescence, 15 min; P39748; further: nearly all actives have a fitted effect of over 65% in size
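FEN1 at 10 nM, compound pretreatment for 15 min (room temperature), 50 nM final substrate to initiate; endpoint reads at 0 and 15 min; DMSO-only plates used as vehicle background.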
* = called active by the depositor; ? = inconclusive; . = not tested or not shown; & = joins results of further samples; [ ] = dose if it differs, or a comment. The call rests on the fitted dose curve; in most records, active means well fitted curve in the direction sought with a large enough effect; inconclusive means small, poorly fitted or top-dose-only effect, or another doubt; inactive means no such curve, though single readings can be large; an effect the other way counts as inactive or inconclusive. Unless noted, on the % scale 0 is the no-effect control and ±100 the full control effect; potency means the concentration at half of the fitted maximal effect. Only part of the results is shown; rates above refer to the full screens.

FEN1 inh | GCN5L2 inh | N370S GC | SMILES
0% | 0% | -4% | C(=N\n1cnnc1)/c1cccnc1
-8% | -5% | -25% | COc1ccc(NC(=O)COC(=O)Cc2ccc(Br)cc2)cc1
9% | -1% | 12% | CCN(CC)C(=O)C(=O)c1cccn1-c1ccc(C#N)cc1
-8% | -10% | -3% | COc1ccc(CCN=c2c([N+](=O)[O-])nn(-c3cccc(C)c3)n2O)cc1OC
8% | -2%[0.501 µM] | 2% | CCOc1cc(C2NC(=O)NC(C)=C2C(=O)NCc2ccccc2)c(Cl)cc1O (stereo not given)
-10% | -5% | 0% | COC(=O)c1cc(OC)c(OCc2cc(C(=O)OC)oc2C)c(OC)c1
. | -24% | 0% | C[N+](C)(C)C(Cc1c[nH]c2ccccc12)C(=O)[O-] (stereo not given)
-3% | -11% | -6% | COC(=O)c1ccc(NC(=O)CSc2nc(N)c(NC(=O)c3ccc(Br)o3)c(=O)[nH]2)cc1
-11% | -5% | -4% | CCOC(=O)c1nn(-c2cccc(C)c2)c2nnc(Cc3ccc(C)cc3)c(=O)n12
11% | -9% | . | CCN(CC)C(=O)c1sc2c(c1C)c(=O)n(-c1ccc(Cl)c(Cl)c1)c(=O)n2Cc1cc(=O)n2ccccc2n1

Of the compounds above, three have a carbonyl joined to an NH by a bond outside any ring.
FEN1 inh | GCN5L2 inh | N370S GC | SMILES
-8% | -5% | -25% | COc1ccc(NC(=O)COC(=O)Cc2ccc(Br)cc2)cc1
8% | -2%[0.501 µM] | 2% | CCOc1cc(C2NC(=O)NC(C)=C2C(=O)NCc2ccccc2)c(Cl)cc1O (stereo not given)
-3% | -11% | -6% | COC(=O)c1ccc(NC(=O)CSc2nc(N)c(NC(=O)c3ccc(Br)o3)c(=O)[nH]2)cc1

(next part)
FEN1 inh | GCN5L2 inh | N370S GC | SMILES
2% | -4% | 8% | CCOC(=O)C1=C(C)NC2=C(C(=O)c3ccccc32)C1c1ccc(O)cc1 (stereo not given)
-3% | -6% | ? | Cc1sc(N)nc1C12CC3CC(CC(C3)C1)C2
-11% | -2% | 2% | CN(C)N=Nc1ccc(S(=O)(=O)NC(Cc2ccccc2)C(=O)O)cc1 (stereo not given)
-25% | 4% | 4% | O=C(OC1CCN(c2ncc(C(F)(F)F)cc2Cl)CC1)c1ccc(Cl)cc1
79µM* | 2% | 9% | COC(=O)C(Cc1c[nH]c2ccccc12)NC(=O)c1cc(-c2ccc(OC)c(OC)c2)oc1C (stereo not given)
14% | -2% | . | Cc1ccc(CSc2nnc([C@@H](N)C(C)C)o2)cc1
-16% | -5% | 0% | Cc1ccc(C(=O)CN2C(=O)C(C)Oc3ccccc32)cc1 (stereo not given)
? | -3% | -26% | C#CCOCCOCCOCCNc1nc(N2CCN(C(=O)[C@H](CCCCN)n3cc(CCCC)nn3)CC2)nc(N2CCN(C(=O)[C@H](Cc3ccc(O)cc3)n3cc(CCO)nn3)CC2)n1
-2% | 1% | . | CN(CC(=O)Nc1cccc(F)c1)C(=O)c1cn2ccccc2n1
4% | -3% | . | O=C(NCCc1ccccc1)c1ccc2c(c1)N(Cc1ccc(Cl)cc1)C(=O)c1ccccc1S2(=O)=O
8% | ? | 12% | c1ccc(CSc2nnc3c(n2)OC(c2ccco2)Nc2ccccc2-3)cc1 (stereo not given)
9% | -4% | . | COc1ccc(CCn2c(=O)c3ccccc3n(CC(=O)Nc3cccc(C)c3)c2=O)cc1OC
-11% | 2% | 29% | CCOc1ccccc1N1CCN(C(=O)c2cc(C)oc2C)CC1
-2% | -14% | 3% | O=S(=O)(c1ccccc1)N1CCC2(CC1)OCCO2
-13% | 1% | 2% | CCCCC(C)n1[nH]c(=O)cc1N (stereo not given)
8% | 1% | -14% | N=C1C(c2nc3ccccc3[nH]2)=C(O)CN1NC(=O)c1c[nH]c2ccccc12
-20% | -6% | . | Cc1cccc(NC(=O)c2ccccc2SCc2ccc(F)cc2)n1
-1% | -5% | 2% | Cc1nn(C)cc1CNC(=O)c1cccc(Cl)c1
-4% | -3% | -3% | COc1ccc(NC(=S)N(CCCN2CCCC2)Cc2ccco2)cc1
11% | ? | -3% | COCCNC(=O)CN1C(=O)COc2ccc(S(=O)(=O)N3CC(C)CC(C)C3)cc21 (stereo not given)
-4% | -3% | -27% | CC(Sc1nncs1)C(=O)NCc1ccc2c(c1)OCO2 (stereo not given)
-7% | -5% | 1% | O=C(Cc1cccs1)NCc1ccc(Cl)cc1Cl
-1%&5% | -10%&-10% | 7% | COc1cccc(-n2c(=O)c3c(C)c(C(=O)N(C)C)sc3n(CC(=O)NCCc3ccc(OC)c(OC)c3)c2=O)c1
16% | -21% | 0% | COc1ccc(OC)c(NC(=O)CSc2nnc(CNC(=O)c3ccccc3F)o2)c1
1% | 1% | 1% | Cc1cc(NC(=O)c2cccc([N+](=O)[O-])c2)n(-c2ccccc2)n1
-8% | -5% | . | CCOc1ccc(NC(=O)CSc2nc(=O)[nH]c3c2CCC3)cc1
0% | 1% | 4% | Cc1ccccc1NC(=O)C(NC1CCCCC1)C(C)C (stereo not given)
3% | 4% | -3% | CSCC[C@H](NC(=O)Nc1ccc(OC(F)(F)F)cc1)C(=O)O
? | -21% | -6% | O=C(Nc1cccc(OC(=O)c2ccc(Br)o2)c1)c1ccccc1
-21% | 3% | 10% | S=c1[nH]nc(C2CCCCC2)n1/N=C/c1ccccc1Cl

Retrieved by structure from the entries so far, 7 records:
FEN1 inh | GCN5L2 inh | N370S GC | SMILES
-11% | -2% | 2% | CN(C)N=Nc1ccc(S(=O)(=O)NC(Cc2ccccc2)C(=O)O)cc1 (stereo not given)
8% | ? | 12% | c1ccc(CSc2nnc3c(n2)OC(c2ccco2)Nc2ccccc2-3)cc1 (stereo not given)
-10% | -5% | 0% | COC(=O)c1cc(OC)c(OCc2cc(C(=O)OC)oc2C)c(OC)c1
-3% | -6% | ? | Cc1sc(N)nc1C12CC3CC(CC(C3)C1)C2
0% | 1% | 4% | Cc1ccccc1NC(=O)C(NC1CCCCC1)C(C)C (stereo not given)
-21% | 3% | 10% | S=c1[nH]nc(C2CCCCC2)n1/N=C/c1ccccc1Cl
-8% | -5% | -25% | COc1ccc(NC(=O)COC(=O)Cc2ccc(Br)cc2)cc1

Next compounds follow:
FEN1 inh | GCN5L2 inh | N370S GC | SMILES
. | -16% | 24% | CCNc1ncc2nc(CCc3ccccc3)c(=O)n(C3CC3)c2n1
14% | 1% | 15% | CN(CC(=O)Nc1ccccc1N1CCOCC1)S(=O)(=O)c1ccc(Cl)cc1
9% | 2% | . | COc1ccc(-c2nc(CSc3nnc(C)n4c3cc3oc(C)cc34)c(C)o2)cc1OC
-7% | -1% | 0% | Cc1ccccc1OC1=NS(=O)(=O)c2ccccc21
0% | -3% | -2% | COC(=O)c1ccc(COC(=O)c2cccnc2Cl)cc1
3% | 3% | . | Cc1ccc(N2C(=O)CSC23C(=O)N(CC(=O)NC2CCCCC2)c2ccccc23)cc1C (stereo not given)
9% | 6% | 15% | CCCCNC(=O)Nc1c(C(=O)OC)[nH]c2ccc(C)cc12
-15% | -1% | 0% | CC(=O)Nc1ccc(S(=O)(=O)NNC(=O)C2CCCCC2)cc1
. | -12% | 11% | C[C@H](N)CCCP(=O)(O)O
21% | -2% | . | COc1ccc2cc(-c3nc(-c4ccc(N(C)C)cc4)no3)c(=O)oc2c1
-10% | 1% | 1% | Cc1cccc(NC(=O)NC2(C)CCS(=O)(=O)C2)c1 (stereo not given)
-13% | -2% | 1% | COCCNC(=O)C(c1ccco1)N(C(=O)Cn1nnc2ccccc21)c1ccccc1C (stereo not given)
-10% | 28µM* | . | COc1ccc(-c2cc3ccc(O)c(CN4CCC(C)CC4)c3oc2=O)cc1
-14% | -4% | . | COc1cccc(CNC(=O)c2cc(C)nc3c2c(C)nn3-c2cccc(F)c2)c1
-5% | -12% | 2% | CN(Cc1cccnc1)C(=O)CNC(=O)c1ccc(Cl)cc1Cl
1% | -13% | 0% | COc1cc(C(=O)Nc2ccc(C)cn2)c([N+](=O)[O-])cc1OC
-2% | -7% | -3% | CCOC(=O)c1cn[nH]c1C(F)(F)F
-3% | -11% | -8% | Cc1ccc(C)n1-c1ccc(-c2ccn[nH]2)cc1
-3% | -1% | -2% | O=C(NCCS(=O)(=O)N1CCN(c2cccc(Cl)c2)CC1)c1ccc2c(c1)OCO2
13% | -3% | . | Cn1nnnc1SCCNCc1ccccc1OCc1ccccc1F

4 structures from above, ordered by formula weight, smallest number first.
FEN1 inh | GCN5L2 inh | N370S GC | SMILES
-3% | -11% | -8% | Cc1ccc(C)n1-c1ccc(-c2ccn[nH]2)cc1
-10% | 1% | 1% | Cc1cccc(NC(=O)NC2(C)CCS(=O)(=O)C2)c1 (stereo not given)
-5% | -12% | 2% | CN(Cc1cccnc1)C(=O)CNC(=O)c1ccc(Cl)cc1Cl
-14% | -4% | . | COc1cccc(CNC(=O)c2cc(C)nc3c2c(C)nn3-c2cccc(F)c2)c1

Later entries.
FEN1 inh | GCN5L2 inh | N370S GC | SMILES
-8% | -1% | . | CCCN1CCN(C(=O)Cn2c(-c3cccs3)cc3cc(F)ccc32)CC1
1% | -7% | -5% | O=C(CNCc1cccs1)Nc1ccc(S(=O)(=O)N2CCCCC2)cc1
11% | 0% | -1% | O=C(CN(Cc1ccccc1)C(=O)CNS(=O)(=O)c1ccc(F)cc1)NCC1CCCO1 (stereo not given)
-5% | -3% | -9% | Cc1cccc(C(=O)NC(=S)Nc2cccc3nc(C)ccc23)c1
-16% | -5% | -1% | CCOc1ccc(NC(=O)Cn2nnc(C(=O)NCc3ccc4c(c3)OCO4)c2N)cc1
22% | -1% | . | CCc1ccc(C2C(C(=O)Nc3ccccc3)=C(C)Nc3nc(SCC(=O)c4ccc(C)cc4)nn32)cc1 (stereo not given)
3% | -1% | -1% | Cc1n[nH]c(=O)c2c(NC(=O)CSc3nc4ccccc4c(=O)n3C(C)C)oc(C)c12
. | 14µM* | . | COc1ccc(OC)c2c(=S)c3ccccc3[nH]c12
-7% | -1% | -6% | COc1ccc(-c2csc(NC(=O)CSc3ncn[nH]3)n2)cc1OC
-4% | -8% | . | O=C(Nc1cccc(F)c1)c1ccc2snnc2c1
-15% | -8% | 3% | CN(CC(=O)Nc1cccc(F)c1)C(=O)c1cccnc1Sc1ccc(Cl)cc1
0% | -17% | -3% | CSc1ccccc1NC(=O)COC(=O)Cc1cccs1
2% | 3% | . | O=c1oc2ccccc2cc1-c1nnc(Nc2ccc(Cl)cc2Cl)s1
10% | 1% | . | CCN1Cc2cc(OC)ccc2-c2ccccc2S1(=O)=O
0% | 1% | -29% | Cc1ccc(S(=O)(=O)NCCC(=O)NCc2ccco2)cc1
0% | -4% | . | CCc1nc2ccc(C(=O)NCc3ccc(OC)c(OC)c3)cc2nc1CC
-12% | 3% | 7% | O=S(=O)(Nc1ccc2ccccc2n1)c1ccc2c(c1)CCO2
? | 1% | -6% | CC1=NN(c2ccccc2)C(=O)/C1=C/c1cccc(C)c1
-1% | -7% | -2% | COc1cccc(NC(=O)Cn2nc(Cc3cccnc3)c3ccccc3c2=O)c1
. | 5%[21.4 µM] | 10% | COC(=O)Nc1nc2ccc(C(=O)c3ccccc3)cc2[nH]1
3% | 1% | 0% | CCN(CC#CCC1(O)c2ccccc2-c2ccccc21)C(C)C
-4% | 0% | -12% | C/C(=N\N1CCN(Cc2ccc(C)cc2)CC1)c1ccco1
-2% | 4% | . | O=C(NCc1ccc(Cl)cc1)c1cc(-c2ccc(F)cc2)on1
-6% | -4% | 6% | S=C(NCc1cccs1)NCC1CCCO1 (stereo not given)
9% | 1% | . | CC1CCCCN1C(=O)COC(=O)c1ccc2ccccc2n1 (stereo not given)
. | ? | 14% | Cc1noc(C)c1-c1ccc2ncnc(N3CCOCC3)c2c1
-21% | -7% | 22% | CN(C)c1ccc(N=Nc2ccccc2C(=O)OCC(=O)Nc2ccccc2C(F)(F)F)cc1
10% | 2% | -1% | Cc1nc2sccn2c(=O)c1S(=O)(=O)NCC1CCN(Cc2ccccc2Cl)CC1
-11% | -6% | 3% | CCOC(=O)CNC(=O)Cn1cnc2ccc(S(=O)(=O)N3CCC(C)CC3)cc2c1=O
-1% | -8% | -19% | O=C(N/N=C/c1cccc(O)c1)c1ccccc1O
1% | ? | 22µM* | COc1ccc(NC(=S)NNc2ccc([N+](=O)[O-])cc2S(=O)(=O)Nc2ccc(C)cc2C)cc1
1% | -2% | . | O=C(Nc1ccc(O)cc1)c1cccc(S(=O)(=O)N2CCOCC2)c1
-8% | 0% | . | Clc1ccccc1CNc1nc2ccccc2c2nc(-c3cccnc3)nn12
-8% | -5% | . | Cc1ccc(N2C(=O)N3[C@@H]4c5ccccc5OC[C@@H]4[C@@H](c4ccccc4)[C@@]3(C)C2=O)cc1
